# MT1-MMP act inh: blockers of MT1-MMP proenzyme processing, primary screen, HT1080 RFP-PRO-GFP cells, GFP/RFP fluorescence | Matrix metalloproteinase-14 (Homo sapiens), P50281 | GFP/RFP ratio fluorescence, overnight; percent of plate control window, DMSO zero | GFP/RFP ratio change, % at 20 µM | 0.061% of 360,000 active | AID 651647, 2012;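 active = GFP/RFP ratio change of at least 30% with cell ATP level not reduced by more than half and red fluorescence within 50% of control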; note: strong numbers were not always called active
#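 Test system: HT1080 cells expressing an RFP-PRO-GFP fluorescent reporter construct / Compound dosing: single-point 20 µM compound, 1% DMSO / Schedule: cells overnight before dosing, compound overnight, 37 °C, 5% CO2 / Evaluation: GFP/RFP fluorescence ratio / Control set: DMSO and RFP-L50D-GFP cell wells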
# MsrA act: bovine MsrA enzyme activators, primary screen, biochemical, absorbance, HTS | Methionine sulfoxide reductase A (Bos taurus) | purified bovine MsrA, absorbance read-out | activation, % at 10.6 µM | 0.3% of 360,000 active | AID 602163, 2012; in the data active = activation above about 7.5%;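 note: 0% = vehicle and 100% = reference activator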
# eLon inh: inhibitors of E. coli Lon protease, primary screen, biochemical, fluorescence polarization | P0A9M0 | purified E. coli Lon protease | inhibition, % at 7.94 µM | 0.42% of 360,000 active | AID 602123, 2011; in the data active = inhibition above about 13%, passing the limit was not always enough;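 note: 0% = enzyme with probe and DMSO and 100% = no enzyme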
# Target sequence (P0A9M0 whole entry, looked up): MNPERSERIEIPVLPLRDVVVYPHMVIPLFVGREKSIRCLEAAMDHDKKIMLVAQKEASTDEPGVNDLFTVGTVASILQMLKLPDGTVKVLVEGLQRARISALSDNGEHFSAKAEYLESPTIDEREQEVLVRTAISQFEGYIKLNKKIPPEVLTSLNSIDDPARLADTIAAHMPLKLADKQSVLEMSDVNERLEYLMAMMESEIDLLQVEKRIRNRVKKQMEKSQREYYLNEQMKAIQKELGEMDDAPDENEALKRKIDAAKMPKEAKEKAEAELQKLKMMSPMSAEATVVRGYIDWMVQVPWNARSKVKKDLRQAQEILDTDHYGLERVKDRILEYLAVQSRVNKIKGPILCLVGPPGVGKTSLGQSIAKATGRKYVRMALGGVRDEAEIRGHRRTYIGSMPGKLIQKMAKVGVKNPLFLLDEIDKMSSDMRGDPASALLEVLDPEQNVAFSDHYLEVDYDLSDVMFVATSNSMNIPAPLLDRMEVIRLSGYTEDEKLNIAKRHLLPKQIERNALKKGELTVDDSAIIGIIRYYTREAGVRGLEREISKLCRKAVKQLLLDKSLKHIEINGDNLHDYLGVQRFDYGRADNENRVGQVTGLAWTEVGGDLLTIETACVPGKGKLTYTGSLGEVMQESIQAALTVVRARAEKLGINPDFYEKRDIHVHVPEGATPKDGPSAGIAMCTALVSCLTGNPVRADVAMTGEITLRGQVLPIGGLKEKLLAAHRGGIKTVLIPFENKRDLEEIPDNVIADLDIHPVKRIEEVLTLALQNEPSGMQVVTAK
# NRP1-CendR mod: modulators of CendR peptide binding to NRP-1, primary screen, biochemical, fluorescence polarization, uHTS; 0.85% of 360,000 active; inhibition, % at 25 µM; FAM-RPARPAR peptide binding to NRP-1;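 active = inhibition or corrected inhibition above about 18%, plus a signal ratio from 0.5 to 1.5, limit read from the data, passing the limit was not always enough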; note: strong numbers were not always called active
# Neddyl block: inhibitors of cullin neddylation, primary screen, biochemical, TR-FRET, uHTS, NAE and Ubc12; NEDD8-conjugating enzyme Ubc12 (Homo sapiens) + NEDD8-activating enzyme E1 regulatory …; calls only at 25 µM; 0.58% of 360,000 active; AID 651699, 2012; in the data active = inhibition above about 36%
# Rin1-Abl PPI inh: inhibitors of Rin1-Abl protein binding, primary screen, biochemical, TR-FRET; inhibition, % at 7.35 µM; 0.4% of 360,000 active; AID 588664, 2011; in the data active = inhibition above about 5%, passing the limit was not always enough
# MLLE-PAM2 inh: inhibitors of PABP1 MLLE–PAM2 peptide binding, primary screen, biochemical, fluorescence polarization, FITC-PAM2, GST-MLLE; Polyadenylate-binding protein 1 (Homo sapiens), P11940; inhibition, % at 20 µM; 0.36% of 360,000 active; AID 588489, 2011; in the data active = inhibition above about 35%, passing the limit was not always enough;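 note: plate controls were DMSO wells with GST-MLLE for no effect and wells lacking GST-MLLE protein for full effect; some results filed as inactive read as strong as hits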
# FAS TE block: FAS thioesterase domain inhibitors, primary screen, biochemical, fluorescence intensity, uHTS; recombinant FAS-TE, OMFH fluorogenic substrate, fluorescence endpoint; inhibition, % at 15 µM; Fatty acid synthase (Homo sapiens), P49327; 0.67% of 360,000 active;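 active = compounds whose normalised, plate-corrected inhibition of enzyme fluorescence in the single-dose primary screen is 50% or more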;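 note: 0% = DMSO with enzyme and 100% = substrate without enzyme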
# SKN-1 block: suppressors of acrylamide-induced Pgst-4::GFP reporter in worms, primary screen, SKN-1 inhibitor project, whole organism, uHTS, GFP/RFP fluorescence ratio, strain VP596 | inhibition, % at 21.8 µM | 0.49% of 360,000 active | AID 624304, 2012 | C. elegans VP596 Pgst-4::GFP/RFP ratio, 24 h;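 active = interference check ratio from 0.5 to 1.5 plus GFP to RFP signal ratio inhibition reaching or exceeding a fixed threshold, cut at about 30% in these data, passing the limit was not always enough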; note: some compounds called inactive have numbers as strong as hits
# Starred values were filed as active, the others as inactive; i = inactive; . = not tested or not shown; & = joins results of further samples. This is a random part of the collection; overall some 4% were active at least once.
nr	Molecule	MT1-MMP act inh	MsrA act	eLon inh	NRP1-CendR mod	Neddyl block
1	CCCc1cc(=O)oc2cc(C)cc(OC(C)C(=O)NCc3cccnc3)c12 (configuration not stated)	-4	-3	6	-2	.
2	COc1ccc(-c2nc3cc(C)ccn3c2NC(=O)c2ccccc2OC)cc1	-1	-2	0	-11	i
3	C#CCN1CC(C)/C(=N/O)CC1C (configuration not stated)	4	-1	-1	0	i
4	O=C(NC1CC(=O)N(c2ccc3c(c2)OCCO3)C1)N1CCCCC1 (configuration not stated)	16	-2	3	-3	i
5	COc1ccc(-c2[nH]ncc2CN(CCO)Cc2cccs2)c(F)c1	-4	-1	-5	3	i
6	N#C/C(=C\c1cccs1)C(=O)NCc1ccco1	-1	-6	0	-7	i
7	CCOC(=O)C1(C)CCCN1C(=O)c1ccc(OC)c(OC)c1 (configuration not stated)	2	-2	0	0	i
8	COc1ccc(C(CC(=O)O)NC(C)=O)cc1OC (configuration not stated)	2	-11	-3	3	i
9	Cc1ccc(C(=O)OCC(=O)Nc2cc(S(C)(=O)=O)ccc2Cl)cc1S(=O)(=O)N1CCCCC1	3	-1	-4	-4	i
10	COCCNC(=O)C1(C)Cc2c(-c3cccc(C(F)(F)F)c3)ccnc2O1 (configuration not stated)	-3	-1	-1	-7	i
11	NC(=O)C1(Nc2ccc(-c3ccc(Br)cc3)cc2)CCCC1	2	-6	6	-4	i
12	O=C(COC(=O)CNC(=O)c1ccccc1)Nc1ccc(F)c([N+](=O)[O-])c1	0	-2	0	6	i
13	CCCc1nn2c(=O)cc(CSCC(=O)Nc3ccc(C)cc3)nc2s1	4	-1	6	8	i
14	NCC(c1ccccc1)(c1ccccc1)c1ccccc1	-5	-4	8	-9	i
15	COc1ccc(CCN2C(=O)CN=C2Nc2ccc(F)cc2)cc1OC	3	-5	-7	3	i

nr	Rin1-Abl PPI inh	MLLE-PAM2 inh	FAS TE block	SKN-1 block
1	-2	-1	-4	-6
2	-2	0	2	18
3	5	8	0	0
4	-3	12	-6	-9
5	-3	5	-2	8
6	0	-10	-7	3
7	-2	7	-9	17
8	-2	4	-7	-7
9	3	4	17	-5
10	-4	9	-1	3
11	1	6	6	-36
12	4	4	15	0
13	-1	9	-7	8
14	0	3	-14	0
15	1	-2	-2	5

# Continuation.
nr	Molecule	MT1-MMP act inh	MsrA act	eLon inh	NRP1-CendR mod	Neddyl block
16	COc1ccc(N(CC(=O)Nc2cc(OC)ccc2OC)S(=O)(=O)c2c(C)noc2C)cc1	-5	-1	-16	5	i
17	O=C(Nc1cccc(F)c1)Nc1ccc2c(c1)C(=O)OC2	8	-10	-4	3	i
18	Cc1cc(C)nc(-n2nc(C)c(C3(O)C(=O)Nc4ccc(F)cc43)c2N)n1 (configuration not stated)	2	-11	-9	1	i
19	CN(C)c1ccc(NC(=O)CN2C3CCCC2CC(NC(=O)c2ccccc2)C3)cc1 (configuration not stated)	7	-4	2	13	i
20	CCc1cc2c(SCc3ccc(C(=O)OC)o3)ncnc2s1	-1	-3	-3	7	i
21	O=C(NNC(=O)c1cc(OCC(F)(F)F)ccc1OCC(F)(F)F)c1cccc(C(F)(F)F)c1	-5	-4	0	12	i
22	COc1ccc(Br)cc1C1SCCN1S(C)(=O)=O (configuration not stated)	5	-3	-10	-10	i
23	Cc1cccc(NCC(=O)N/N=C/c2ccc(Br)cc2)c1	0	-14	2	-11	i
24	CCOC(=O)CSCC(=O)Nc1c(C(=O)C2CC2)oc2ccccc12	0	-10	-5	-9	i
25	O=C1C(C2=C(O)c3ccccc3C2=O)=Nc2ccccc21	-172	-4	-4	39*	i
26	O=C(CSC1=NC(=O)C(c2ccccc2)C(=O)N1)Nc1cccc(Cl)c1 (configuration not stated)	-2	-11	7	10	i
27	CCCc1c(C(=O)N/N=C(\C)c2ccc(CC(C)C)cc2)nnn1-c1nonc1N	5	0	4	-7	i
28	CC(C)(O)CN(CCCNC(=S)Nc1ccccc1)C(=S)Nc1ccccc1	-1	14*	-7	9	i
29	C[C@H](NC(=O)Cn1cncn1)c1ccccc1	2	-12	1	4	i
30	Cc1ccc(C(=O)CN(CCCC(N)=O)S(=O)(=O)c2ccc([N+](=O)[O-])cc2)cc1	1	-2	-2	7	i

nr	Rin1-Abl PPI inh	MLLE-PAM2 inh	FAS TE block	SKN-1 block
16	1	2	21	15
17	-5	-8	5	-1
18	-1	-11	-8	-12
19	0	5	-3	-4
20	-16	8	21	8
21	1	9	20	3
22	-2	7	-8	-11
23	0	0	-2	-4
24	-5	11	4	8
25	-1	95	49	26
26	3	14	-12	-12
27	0	6	-2	-2
28	-1	-58	-4	15
29	-3	4	-10	-35
30	1	-7	68*	-3

# (further entries)
nr	Molecule	MT1-MMP act inh	MsrA act	eLon inh	NRP1-CendR mod	Neddyl block
31	CC(O)CNc1ccc([N+](=O)[O-])cc1S(=O)(=O)N1CCOCC1 (configuration not stated)	-1	0	-4	5	i
32	CC(=O)Nc1cccc(NC(=O)c2ccc(C)c([N+](=O)[O-])c2)c1	0	-5	-2	7	i
33	CC(C)C[C@H]1CNC(=S)N1C[C@H]1CCCN1C[C@H](Cc1ccccc1)N1C[C@H](Cc2ccc(O)cc2)N(CC2CCCCC2)C1=S	-4	-3	-9	14	i
34	COC(C/C=C/[C@@H](O)[C@H](C)OCc1ccccc1)OC	3	-1	1	-8	i
35	Cc1ccc(S(=O)(=O)N2N=C3CCCCC3C2(O)C(F)(F)F)cc1 (configuration not stated)	-3	-1	9	-14	i
36	O=C1CC(c2ccccc2)c2c(O)cc(O)cc2O1 (configuration not stated)	-7	1	8	11	i
37	CC1(C)C(=O)N(c2ccccc2Cl)C(=O)c2ccccc21	0	-5	6	-1	i
38	N/C(Cc1ccc([N+](=O)[O-])cc1)=N\OC(=O)COc1ccccc1Cl	3	-4	5	-1	i
39	CCCCCCSc1ccc(-c2nc3ccc(Cl)cn3c2NCCCC)cc1OC	7&3	0&-4	-39&-3	13&-5	.
40	O=S(=O)(NCC1CCCO1)c1cnc(Cl)c(Br)c1 (configuration not stated)	0	-2	9	4	i
41	COc1cc(C(=O)N2CCN(CCCc3ccccc3)CC2)cc(OC)c1OC	4	-2	9	-8	i
42	Clc1nc2ccccc2cc1-c1nnn(-c2ccccc2)n1	-4	-5	2	5	i
43	COc1ccc(C(=O)COC(=O)CN2C(=O)NC3(CC(C)CC(C)(C)C3)C2=O)c(OC)c1 (configuration not stated)	-7	0	-7	-10	i
44	CC(Oc1ccccc1)C(=O)Nc1nnc(C2CCCCC2)s1 (configuration not stated)	1	-3	-2	0	i
45	O=C1C[C@@H]2c3c(cccc3CN1Cc1ccccc1Br)C[C@@H](O)[C@H]2O	1	-2	1	9	i

nr	Rin1-Abl PPI inh	MLLE-PAM2 inh	FAS TE block	SKN-1 block
31	-2	1	3	9
32	-2	-17	0	0
33	-2	-2	-96	32
34	5	4	-9	20
35	-2	-7	-2	-1
36	-2	-4	-11	19
37	3	-10	2	-1
38	-1	1	15	1
39	-2	-51	24&29	-2&-1
40	2	11	-9	-3
41	1	-1	-4	25
42	0	6	4	27
43	6	-16	12	13
44	0	4	-1	13
45	5	2	-4	2

# The listing continues:
nr	Molecule	MT1-MMP act inh	MsrA act	eLon inh	NRP1-CendR mod	Neddyl block
46	CCCC(c1nnnn1CCOC)N1CCN(Cc2ccccc2)CC1 (configuration not stated)	-4	-14	0	-17	i
47	COc1ccc(OC)c(NC(=O)CSc2nnc(Cc3cccn3C)n2CCc2ccccc2)c1	-1	-7	2	13	i
48	CNc1nc(NC)c2cn[nH]c2n1	5	-1	-6	-9	i
49	CC(=O)Oc1ccc2occ(-c3ccccc3)c2c1	-6	-3	-10	9	i
50	CCOC(=O)C1CCN(S(=O)(=O)c2ccc(OC)c(C(=O)N3CCCCCC3)c2)CC1	1	-3	-6	10	i
51	O=C(COC(=O)/C=C/c1cccc(C(F)(F)F)c1)NC(c1ccccc1)c1ccccc1	5	0	-1	0	i
52	O=C(O)/C=C/C(=O)NCCCc1ccccc1	-1	-4	-3	10	i
53	COCCNC(=O)c1cc(S(=O)(=O)N2CCCCC2)ccc1N1CCOCC1	5	-3	6	-2	i
54	Cc1ccc(C)c(-n2c(SCC(=O)N3CCC(C(=O)O)CC3)nnc2-c2cccc(Cl)c2)c1	0	-3	1	27*	i
55	CCOC(=O)C1CCCN(C(=S)Nc2ccc(F)cc2)C1 (configuration not stated)	1	-2	-3	13	i
56	Cc1cc(C)c(S(=O)(=O)/N=C2\C=CC(=O)C(Cl)=C2)c(C)c1	6	-6	-4	-13	i
57	O=C(CN1c2ccccc2S(=O)(=O)c2ccccc21)NCc1ccc(F)cc1	2	-4	-2	7	i
58	COC(=O)c1ccc(C)c(NC(=O)CN2C(=O)c3ccccc3S2(=O)=O)c1	-3	-5	5	2	i
59	O=C1C(=O)N(c2ccccc2)C(c2ccccc2[N+](=O)[O-])/C1=C(\O)c1ccccc1 (configuration not stated)	0	-5	-4	-5	i

nr	Rin1-Abl PPI inh	MLLE-PAM2 inh	FAS TE block	SKN-1 block
46	4	-15	-17	-7
47	-2	-21	5	-8
48	-1	0	-5	-7
49	-3	-6	9	0
50	2	5	0	1
51	3	7	0	14
52	1	1	-8	8
53	2	6	-7	5
54	0	-3	-6	-1
55	2	-47	-4	9
56	-2	0	17	-7
57	-1	11	3	8
58	-3	-4	-3	-13
59	1	4	-6	-7

# In another format: 8 of the compounds above.
# Every second line gives: MT1-MMP act inh | MsrA act | eLon inh | NRP1-CendR mod | Neddyl block | Rin1-Abl PPI inh | MLLE-PAM2 inh | FAS TE block | SKN-1 block
[52] O=C(O)/C=C/C(=O)NCCCc1ccccc1
 : -1 | -4 | -3 | 10 | i | 1 | 1 | -8 | 8
[53] COCCNC(=O)c1cc(S(=O)(=O)N2CCCCC2)ccc1N1CCOCC1
 : 5 | -3 | 6 | -2 | i | 2 | 6 | -7 | 5
[54] Cc1ccc(C)c(-n2c(SCC(=O)N3CCC(C(=O)O)CC3)nnc2-c2cccc(Cl)c2)c1
 : 0 | -3 | 1 | 27* | i | 0 | -3 | -6 | -1
[55] CCOC(=O)C1CCCN(C(=S)Nc2ccc(F)cc2)C1 (configuration not stated)
 : 1 | -2 | -3 | 13 | i | 2 | -47 | -4 | 9
[56] Cc1cc(C)c(S(=O)(=O)/N=C2\C=CC(=O)C(Cl)=C2)c(C)c1
 : 6 | -6 | -4 | -13 | i | -2 | 0 | 17 | -7
[57] O=C(CN1c2ccccc2S(=O)(=O)c2ccccc21)NCc1ccc(F)cc1
 : 2 | -4 | -2 | 7 | i | -1 | 11 | 3 | 8
[58] COC(=O)c1ccc(C)c(NC(=O)CN2C(=O)c3ccccc3S2(=O)=O)c1
 : -3 | -5 | 5 | 2 | i | -3 | -4 | -3 | -13
[59] O=C1C(=O)N(c2ccccc2)C(c2ccccc2[N+](=O)[O-])/C1=C(\O)c1ccccc1 (configuration not stated)
 : 0 | -5 | -4 | -5 | i | 1 | 4 | -6 | -7

# Screening data (PubChem)
